Bioassay records as filed in PubChem BioAssay.
NPR1 activator = GC-A stimulated cGMP production enhancers – HEK293 GC-A cells, cGMP TR-FRET, EC30 ANP, primary screen | activation, % at 10 µM | 0% at EC30 ANP, 100% saturating ANP | Atrial natriuretic peptide receptor 1 (Homo sapiens), P16066 | AID 1671463, 2021 | 370,000 compounds, 0.14% hits; in the data active means activation above about 40%
NPR2 activator = human GC-B receptor activators, primary screen, HEK293 GC-B cells, cGMP TR-FRET, EC30 CNP. 0% at EC30 CNP, 100% saturating CNP. activation, % at 10 µM. 370,000 compounds, 0.11% hits;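 active means activation at 10 µM reaching about 35% in either raw or pattern-adjusted values, limit read from the data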
ARFGAP1 inh = inhibitors of rat ARFGAP1 GAP activity, primary screen, biochemical, fluorescence polarization, GDP tracer; inhibition, % at 16.5 µM; 360,000 compounds, 0.26% hits; Arfgap1-stimulated ARF1 GTP hydrolysis, GDP FP detection; ADP-ribosylation factor GTPase-activating protein 1 (Rattus norvegicus), Q62848;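 active means inhibition above a per-plate limit, mean inhibition of low control wells plus 3 SD, cut at about 25% in these data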;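 further: 0% = DMSO wells with enzyme and 100% = wells lacking Arfgap1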
Target sequence (Q62848 1-136 limits assumed): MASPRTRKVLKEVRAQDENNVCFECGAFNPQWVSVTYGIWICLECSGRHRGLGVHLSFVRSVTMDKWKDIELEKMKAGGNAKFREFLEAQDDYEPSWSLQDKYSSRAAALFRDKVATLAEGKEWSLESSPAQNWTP
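System: truncated rat Arfgap1 GAP domain / Medium: HEPES-based buffer, pH 7.5 / Also added: N-terminally truncated human ARF1-GTP substrate / Incubation: enzyme reaction 120 min at 25 °C after 20 min preincubation / Measured by: FP of antibody-bound GDP Alexa 633 tracer, ex 620/em 688 nm / Replicates: singlicate, each compound tested once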
SMARCA2 act = SMARCA2 (BRM) function activators, primary screen, cell-based, luminescence, high throughput; AID 652017, 2013; activation, % at 9.1 µM; 370,000 compounds, 1% hits; MG213 cells, MMTV-luciferase reporter, dexamethasone, overnight; in the data active means activation above about 7.8%;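 further: 0% = vehicle wells and 100% = reference activator wells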
PG9 Ab binder = binders of HIV-1 gp120 antibody PG9, primary screen, biochemical, TR-FRET; 360,000 compounds, 0.43% hits; TR-FRET gp120-PG9 antibody binding; inhibition, % at 6.7 µM; in the data active means inhibition above about 8.5%
Rev-erbA mod = modulators of Rev-erb alpha DNA binding, primary screen, biochemical, FITC-DNA, fluorescence polarization, uHTS; AID 1259318, 2017; Nuclear receptor subfamily 1 group D member 1 (Homo sapiens), P20393; activity, % at 10 µM; 370,000 compounds, 0.79% hits; Rev-erbα–FITC-DNA binding, 90 min;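 active means activity above about 14%, limit read from the data; passing the limit was not always enough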;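 further: 0% = DMSO wells with 35 nM protein and 100% = DMSO wells with 750 nM protein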
Target sequence (P20393 whole entry, looked up): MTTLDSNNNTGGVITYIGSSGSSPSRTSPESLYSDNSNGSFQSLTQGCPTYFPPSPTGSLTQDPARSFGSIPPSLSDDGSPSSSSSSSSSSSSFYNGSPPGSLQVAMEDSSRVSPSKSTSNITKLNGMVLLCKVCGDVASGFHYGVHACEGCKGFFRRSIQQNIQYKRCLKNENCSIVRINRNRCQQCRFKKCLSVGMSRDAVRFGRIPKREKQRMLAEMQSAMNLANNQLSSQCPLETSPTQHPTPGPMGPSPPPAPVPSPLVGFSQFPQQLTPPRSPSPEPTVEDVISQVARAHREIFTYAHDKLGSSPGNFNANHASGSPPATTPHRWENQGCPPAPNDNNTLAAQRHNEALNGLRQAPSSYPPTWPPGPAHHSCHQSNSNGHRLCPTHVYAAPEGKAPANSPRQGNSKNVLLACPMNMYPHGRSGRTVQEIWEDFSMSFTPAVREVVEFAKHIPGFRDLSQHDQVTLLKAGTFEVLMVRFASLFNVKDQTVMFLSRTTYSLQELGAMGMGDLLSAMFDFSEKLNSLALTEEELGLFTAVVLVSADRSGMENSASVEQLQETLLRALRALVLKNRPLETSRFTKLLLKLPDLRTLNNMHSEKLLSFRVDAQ
ASAP1 GAP inh = inhibitors of human ASAP1 ArfGAP activity, primary screen, biochemical, fluorescence polarization. ASAP1-stimulated ARF1 GTP hydrolysis, GDP FP detection. inhibition, % at 16.5 µM. 360,000 compounds, 0.19% hits. AID 624377, 2012; in the data active means inhibition above about 25%;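 further: 0% = vehicle with enzyme and substrate and 100% = no enzyme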
HTRA1 inhibitor = HTRA1 serine protease inhibitors, primary screen, biochemical, fluorescence polarization, HTS; 340,000 compounds, 0.5% hits; recombinant HTRA1, FP-rhodamine activity-based probe; inhibition, % at 5.96 µM; Q92743; in the data active means inhibition above about 36%;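 further: 0% = enzyme with DMSO and 100% = wells lacking enzyme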
mABHD4 FP = ABHD4 inhibitors, primary screen, biochemical, fluorescence polarization, mouse. purified mABHD4, FP-Rh probe fluorescence polarization. inhibition, % at 8.92 µM. 370,000 compounds, 0.54% hits;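 active means inhibition exceeding the mean over every tested compound plus 3 SD, cut at about 30% in these data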;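 further: 0% = plate median of compound wells and 100% = S159A mutant with DMSO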
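Test system: mouse ABHD4 enzyme, wild type. Reagent: FP-Rh fluorescent activity-based probe, added after compound pre-incubation. Timing: pre-incubation 45 min, probe exposure 60 min, at 25 °C. Technique: FP readout, ex 525 nm / em 598 nm. Benchmarks: high control S159A mutant with DMSO, low control median of compound wells.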
rCAG binder = binders of r(CAG) RNA repeats, primary screen, biochemical, fluorescence; 370,000 compounds, 1.3% hits; inhibition, % at 3 µM; r(CAG) RNA repeat, TO-PRO-1 dye displacement fluorescence;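 active means inhibition above the plate cutoff, the mean of all test compounds on that plate plus 3 SD, cut at about 35% in these data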;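 further: 0% = DMSO alone and 100% = 100 µM mitoxantrone as full dye displacement; higher means more dye released from RNA so lower well fluorescence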
* marks the source's active call; other numbers are inactive results; · = no result given. The order is random; 4.4% or so of the library scored in one or more.

Molecule	NPR1 activator	NPR2 activator	ARFGAP1 inh	SMARCA2 act	PG9 Ab binder	Rev-erbA mod	ASAP1 GAP inh	HTRA1 inhibitor	mABHD4 FP	rCAG binder
COCCSc1nnc(NS(=O)(=O)c2ccc(C)cc2)s1	5.1	3.9	-8.3	-0.6	-3.3	2.2	15.2	7.9	2.9	6.5
CC1(C)S/C(=N/N=C/c2cccs2)NC1=O	4.1	2.5	12.7	3.4	-0.8	1.9	16.9	-2.8	3.5	3.6
Cc1cc(=O)[nH]c(NN=C2CCC(C(C)(C)C)CC2)n1 (configuration not stated)	1.3	-1.9	2.7	-1.8	0.0	-2.6	-7.9	3.5	-0.7	-1.1
O=c1[nH]c(=S)c2ncn(-c3ccccc3)c2[nH]1	0.7	0.2	0.2	-1.7	-1.0	3.7	-9.2	·	6.2	1.3
CCc1ccccc1NC(=O)NCc1cccnc1	0.1	1.9	2.9	-0.9	-0.6	0.9	0.3	-0.5	0.0	-2.9
CCSc1nnc(-c2cccnc2)n1Cc1ccco1	-0.7	-1.0	-14.9	-4.2	0.0	-0.1	-4.3	5.8	-8.2	2.4
CC(C)OCCCNC(=O)c1cc2c(s1)CS(=O)(=O)C2	0.1	1.9	9.8	1.2	-0.4	-0.4	-6.7	5.7	-1.6	2.0
CS(=O)(=O)Nc1ccc(N2CCN(c3ccc(C(F)(F)F)cn3)CC2)nc1	-4.3	-1.9	2.1	-8.3	-1.9	-2.0	6.9	1.4	-2.6	0.2
COc1ccc(NC(=O)C2CCCN(S(=O)(=O)c3ccc4c(c3)CCCN4C(C)=O)C2)cc1Cl (configuration not stated)	0.1	-4.8	8.6	-1.0	-1.7	0.3	3.3	1.9	-2.0	1.2
CCOC(=O)N1CCN(C(=O)c2cc(-c3ccc(F)cc3)[nH]c2C)CC1	-5.1	0.1	7.9	6.8	-0.8	-1.8	-0.6	-1.6	1.5	-5.3
Nc1[nH]c(C(=O)c2ccccc2)c(-c2ccc(Cl)cc2)c1C(=O)NCCc1c[nH]c2ccccc12	-9.4	-0.2	-4.9	-5.4	-0.6	-2.0	4.6	·	30.6*	11.3
CC(C)CC(=O)NNC(=S)NCc1ccco1	-2.6	3.2	9.4	-5.2	1.5	1.1	5.6	3.5	4.7	-1.3

(continued)
Molecule	NPR1 activator	NPR2 activator	ARFGAP1 inh	SMARCA2 act	PG9 Ab binder	Rev-erbA mod	ASAP1 GAP inh	HTRA1 inhibitor	mABHD4 FP	rCAG binder
O=C(Nc1cccc(NC(=O)c2ccc(Br)cc2)c1)c1ccccc1	20.7	-4.7	1.0	5.5	-1.4	-2.5	-1.5	-2.9	3.3	-0.9
COC(=O)NC(C)N1C(=O)C2C3C=CC(C3)C2C1=O (configuration not stated)	1.9	0.5	-13.1	0.2	-1.0	3.2	6.8	2.9	-6.1	-1.8
Cc1cc(C)cc(NC(=O)NCc2nnc(SCc3ccccc3)n2C)c1	-0.1	-0.1	-4.2	-5.7	1.1	-1.4	-1.5	-10.0	-2.6	-5.7
CCN(CC)c1cccc(OC2=NS(=O)(=O)c3ccccc32)c1	-3.1	0.3	8.8	-3.4	0.3	-4.5	1.9	46.2*	87.6*	-1.7
O=C(CNS(=O)(=O)c1ccc(Br)cc1)Nc1ccc2c(c1)OCCO2	1.4	4.9	6.4	-1.4	-1.0	0.8	-2.0	1.3	1.3	-3.8
CN(C)CCCOC(=O)COc1ccc(C(C)(C)C)cc1	1.0	-4.2	2.3	-4.8	1.7	5.5	8.2	0.3	-3.1	2.2
Cc1cccc(-c2nsc(SCC(=O)c3ccc(Cl)cc3)n2)c1	0.8	-5.7	2.5	-0.9	-0.4	3.4	8.1	-2.8	-4.4	11.4
OC1CCN(C(=S)Nc2ccc(Oc3ccccc3)cc2)CC1	8.9	-0.3	10.2	-0.9	-1.2	-3.8	14.7	-11.4	-12.8	2.5
Cc1ccc(C)n1-c1ccc(C(=O)Nc2ccccc2F)cc1	-0.6	-2.6	9.8	2.3	0.9	-4.1	-7.1	-1.1	-1.6	6.2
Cc1cc(C(=O)NNC(=O)c2sccc2C)c(C)o1	3.7	-3.4	3.2	1.8	-0.8	6.8	6.4	2.3	0.8	0.9
CCN(CC)/C(Sc1ccccc1)=C(\C(Cl)=C(Cl)Cl)[N+](=O)[O-]	-1.4	8.1	7.0	-0.5	-1.9	-3.2	6.9	8.6	0.2	2.3
O=C(CCn1cnc2ccccc2c1=O)Nc1ccc(Cl)c(Cl)c1	-15.7	-11.3	-1.8	-2.1	-1.2	-4.7	0.5	7.3	4.2	2.4

New compounds follow.
Molecule	NPR1 activator	NPR2 activator	ARFGAP1 inh	SMARCA2 act	PG9 Ab binder	Rev-erbA mod	ASAP1 GAP inh	HTRA1 inhibitor	mABHD4 FP	rCAG binder
Cc1ccc(OCCNC(=O)c2ccc3c(c2)OCO3)cc1	-2.0	3.4	-5.3	1.2	-2.6	1.7	6.2	-4.7	-1.2	-5.8
Cc1nc2ccccc2n1C(C)c1nc2ccccc2n1CC(=O)c1ccc(OC(F)(F)F)cc1 (configuration not stated)	-0.8	-2.9	3.7	-5.9	-0.9	-2.0	14.5	·	3.9	0.2
CCC(C)NC(=O)c1ccc(NC(=O)CC2SC(N3CCCCC3)=NC2=O)cc1 (configuration not stated)	2.7	6.6	4.9	-1.3	-1.1	4.0	-5.3	3.4	2.4	0.3
Oc1c(N=NC(=S)Nc2ccccc2F)c2ccccc2n1Cc1ccc(F)cc1	2.5	2.3	18.1	-4.2	-4.8	2.0	-0.3	-17.6	-9.9	9.6
Cc1cc(C)c2nc(NC(=O)c3ccc4c(c3)OCO4)sc2c1	2.8	-12.0	-5.7	0.5	0.4	3.5	-1.9	-1.6	-1.3	2.0
COc1ccc(CCNC(=O)C2CCN(C(=O)c3ccc(F)cc3)CC2)cc1	-7.7	1.4	-3.7	-2.7	-2.1	-0.2	-3.1	-2.9	5.4	-3.6
C/C(=N\NC(=O)c1ccccc1Br)c1ccc(N2CCOCC2)cc1	-3.8	0.7	-9.2	1.5	1.1	0.9	14.0	6.1	-0.7	2.1
COC(=O)c1ccc(COC(=O)CNC(=O)c2ccc(C)s2)cc1	1.6	1.1	7.8	-2.3	2.5	3.4	7.8	-1.9	6.3	2.0
CCCn1c(SCC(=O)NC(C)(C)C)nnc1-c1ccco1	-1.2	2.3	-1.2	-1.5	-0.9	0.4	-7.2	1.8	3.4	-2.7
O=C(Cc1nc(-c2ccc([N+](=O)[O-])cc2)cs1)Nc1ccccc1	3.0	5.1	16.2	-4.6	-1.5	5.7	3.8	-4.3	-15.1	11.2
O=C(Cc1ccc2c(c1)CCCC2)Nc1ccccc1Br	-0.4	4.0	-0.7	-2.5	0.2	2.3	4.8	-10.7	-4.9	-4.3
Cc1cc(NC(=O)Cn2cnc3c(nnn3-c3cccc(F)c3)c2=O)no1	3.7	-0.4	4.2	4.6	0.1	0.4	2.2	-8.3	-2.2	4.2

Random excerpt: two compounds from above.
Molecule	NPR1 activator	NPR2 activator	ARFGAP1 inh	SMARCA2 act	PG9 Ab binder	Rev-erbA mod	ASAP1 GAP inh	HTRA1 inhibitor	mABHD4 FP	rCAG binder
O=C(Cc1nc(-c2ccc([N+](=O)[O-])cc2)cs1)Nc1ccccc1	3.0	5.1	16.2	-4.6	-1.5	5.7	3.8	-4.3	-15.1	11.2
CCC(C)NC(=O)c1ccc(NC(=O)CC2SC(N3CCCCC3)=NC2=O)cc1 (configuration not stated)	2.7	6.6	4.9	-1.3	-1.1	4.0	-5.3	3.4	2.4	0.3

Part of the list above, limited to mABHD4 FP.
SMILES	mABHD4 FP
Cc1nc2ccccc2n1C(C)c1nc2ccccc2n1CC(=O)c1ccc(OC(F)(F)F)cc1 (configuration not stated)	3.9
CCC(C)NC(=O)c1ccc(NC(=O)CC2SC(N3CCCCC3)=NC2=O)cc1 (configuration not stated)	2.4
Oc1c(N=NC(=S)Nc2ccccc2F)c2ccccc2n1Cc1ccc(F)cc1	-9.9
Cc1cc(C)c2nc(NC(=O)c3ccc4c(c3)OCO4)sc2c1	-1.3

Further results follow:
Molecule	NPR1 activator	NPR2 activator	ARFGAP1 inh	SMARCA2 act	PG9 Ab binder	Rev-erbA mod	ASAP1 GAP inh	HTRA1 inhibitor	mABHD4 FP	rCAG binder
Cc1cc(NC(=O)COC(=O)COc2cccc3c2OC(C)(C)C3)no1	-0.3	-0.1	-2.3	0.2	0.8	1.7	-5.1	-5.3	3.1	-3.8
CCOCc1nnc(NC(=O)c2cc(OC)c(OC)cc2[N+](=O)[O-])s1	-1.7	4.6	5.8	-1.1	-0.2	-7.5	-5.1	5.9	1.5	2.4
CCOC(=O)c1ccc(Nc2ccc(-c3ccc(OC)c(OC)c3)nn2)cc1	-4.3	1.5	-5.9	3.9	0.3	0.7	9.9	-8.4	-8.3	6.8
CSc1nnc(NC(=O)C2CCCCC2)s1	2.7	-6.0	-11.8	-4.1	0.7	3.5	-4.0	1.7	-0.2	0.6
Cc1ccc(S(=O)(=O)N2CCN(C(=O)CN3C(=O)c4ccc([N+](=O)[O-])cc4C3=O)CC2)c(C)c1	2.2	0.4	0.7	-1.9	-1.8	1.9	10.5	1.7	-2.2	-1.6
CCCCc1cc(=O)oc2cc(OCC(=O)NC3CCN(Cc4ccccc4)CC3)ccc12	-6.4	-5.9	-4.8	-1.6	-1.2	4.6	14.7	-6.3	2.9	-5.1
CC1(C)Cc2c(C#N)c(N3CCOCC3)nc(-c3ccccc3)c2CO1	-2.1	-1.2	-3.0	-1.9	-0.9	2.7	-15.0	3.8	-11.7	-2.7
CCOc1ccc(OCC(=O)N(C)c2c(N)n(Cc3ccccc3)c(=O)[nH]c2=O)cc1	0.8	-1.1	-0.6	-4.3	0.5	1.6	-14.3	-1.0	-0.5	-2.1
